ARNT-TACC3 inh: disruptors of ARNT/TACC3 protein interaction, primary screen, biochemical, AlphaScreen, single concentration | AID 623870, 2012 | inhibition, % at 9.99 µM | 0.66% of 390,000 active | Transforming acidic coiled-coil-containing protein 3 (Homo sapiens), Q9Y6A5 | AlphaScreen His-ARNT PAS-B/GST-TACC3 binding, luminescence; TACC3 fragment carries E629A point mutation;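 active = mean inhibition of replicates at least 50% and at least half of replicates each reaching 50%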;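 also: 0% = complete ARNT plus TACC3 wells and 100% = ARNT alone without TACC3; many hits fall short of the cut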
* marks the source's active call; other numbers are inactive results.

ARNT-TACC3 inh	molecule
-7	CC(C)=CC1C(C(=O)Nc2ccc(Br)cn2)C1(C)C (stereo unspecified)
-3	CCN(CC)S(=O)(=O)c1ccc(Nc2ccc(-c3ccc4c(c3)OCCO4)nn2)cc1
2	CC(C)NCC(O)COCc1ccc(Cl)cc1 (stereo unspecified)
24	CCN(CC)c1ccc(C=Nc2ccc(N(C)C)cc2)c(O)c1
-7	COc1cc(/C=N/NC(=O)c2nc(C)cc(C)n2)ccc1O
60*	Nc1nc(CN2CCN(Cc3ccccc3)CC2)nc(Nc2ccc3c(c2)OCCO3)n1
-4	O=C(Nc1ccc(Cl)cc1)N1CCc2[nH]c3ccccc3c2C1
-20	Cc1cc(C)c2c(N)c(-c3nc4ccccc4[nH]3)sc2n1
1	Cc1csc(N(C(=O)c2cccc(S(=O)(=O)N3CCCC3)c2)c2ccccc2)n1
3	O=C1c2ccccc2CCC12N=NCC2c1ccc(Br)cc1 (stereo unspecified)
14	CS(=O)c1ccccc1-c1nc(-c2cc(C(F)(F)F)cc(C(F)(F)F)c2)no1 (stereo unspecified)
1	COc1ccc(S(=O)(=O)N2CCC(C(=O)Nc3ccccc3C)CC2)c2cccnc12
-2	CC(=O)N1CCN(c2ccc(NC(=O)c3ccc(C)cc3)cc2)CC1
-2	Cc1onc(C(=O)NN)c1-c1csc(COc2ccc(Cl)cc2)n1
-2	CCOC(=O)N1CCN(C(=O)c2ccc(S(=O)(=O)c3ccc(C)cc3)c(NC(C)=O)c2)CC1
-1	CC/C(O)=C1\C(=O)CCCC1=NCCc1nc2ccccc2[nH]1
25	COc1ccc(C(=O)c2c(C(F)(F)F)oc3c2C(=O)c2ccccc2C3=O)cc1
6	CCOC(=O)CS(=O)(=O)c1nc(-c2ccccc2)cc(C(F)(F)F)n1
-5	COC(=O)c1ccc(C2C(Oc3ccccc3C)C(=O)N2CCc2ccc(OC)c(OC)c2)cc1 (stereo unspecified)
-4	COc1ccc(C(C)=O)cc1COC(=O)c1cc(C)oc1C
-3	O=C(CSc1nc(-c2ccccc2)nc2c1CCCC2)N1CCOCC1
17	COc1ccc(C(=O)CN2CCN(c3ccc(F)cc3)CC2)cc1OC
0	O=C1CCC(/C=C/c2ccccc2)=NN1Cc1ccc(Cl)c(Cl)c1
24	Cc1ccccc1Nc1cc2ccccc2c(=O)[nH]1
-3	CN(C)S(=O)(=O)N(CC(=O)Nc1ccc2ccccc2c1)c1ccccc1
2	COc1ccc(OCCCC(=O)Nc2cccnc2)cc1
-1	COc1ccc2c(c1)-c1nc(/N=C/c3ccc(O)c(OC)c3)sc1CC2
-6	Cc1cc(C(=O)Nc2ccccc2N2CCOCC2)c2ccccc2n1
-2	CN1C(=O)c2cccc3c(S(=O)(=O)Nc4ccccn4)ccc1c23
-4	Cc1cc(C)nc(SCC(=O)OCN2C(=O)c3ccccc3C2=O)n1
-7	COc1ccc(C(=O)Cc2cnn(-c3ccccc3)c2)c(O)c1
-5	CC(=O)Nc1ccc(OC(=O)c2ccco2)cc1
1	N#Cc1ccccc1CSc1ccc(-c2nc3ccccc3[nH]2)cn1
-14	CCN(CC)C(=O)c1sc2nc(N3CCOCC3)c3c(c2c1N)CCCC3
8	N#CC1=C(N)C2=CCCC[C@H]2[C@H](c2ccc(Br)cc2)C1(C#N)C#N
70*	Oc1c(C(c2ccccn2)N2CCOCC2)ccc2cccnc12 (stereo unspecified)
8	CC(C)(C)c1csc(NC(=O)c2ccc3nccnc3c2)n1
-2	O=[N+]([O-])c1ccc(Oc2cccc(F)c2)c2ccncc12
-27	Cc1c(NC(=O)Nc2ccc(Cl)c(Cl)c2)sc(=S)n1C
-2	Cc1ccc2cc(C(=O)O)c(C)nc2c1
-6	O=C(CCN1CCc2ccccc2C(O)(c2ccccc2)C1)c1ccc2c(c1)OCCO2 (stereo unspecified)
-5	CCCN(CCC)c1nc(N)nc(-c2cc(Cl)ccc2OC)n1
-4	O=c1c2c([nH]c3ccccc13)C(=C1CCCC1)CC2
-3	Cc1nn(Cc2ccccc2Cl)c2sc(C(=O)NC(C)(C)C)cc12
38	COCCCn1c(Cc2csc(Nc3ccccc3)n2)nnc1SCC(N)=O
-28	CCOC(=O)CSc1nc(C(C)(C)C)cc(C(F)(F)F)c1C#N
2	COc1ccc(CCN(C(=O)C(F)(F)F)C(C(=O)NC2CCCC2)c2cccs2)cc1 (stereo unspecified)
-5	COCCNC(=O)C1CC(c2ccc(F)cc2)=NO1 (stereo unspecified)
-9	Cc1cc(C)n(-c2nc(Nc3ccccc3C(F)(F)F)nc(-n3nc(C)cc3C)n2)n1
-5	O=C(CCSc1ccccc1)NC1CCCC1
1	CC1(c2ccc3ccccc3c2)NC(=O)N(CC(=O)N2CCN(Cc3ccc(C#N)cc3)CC2)C1=O (stereo unspecified)
-8	CCOC(=O)Cc1csc(NC(=O)CSc2nnc(-c3cccnc3)n2Cc2ccco2)n1
-4	CC1Cc2nc(SCC(=O)N3CCc4ccccc43)n(C)c(=O)c2S1 (stereo unspecified)
2	COc1cc(/C=C(\C#N)c2nc3ccccc3s2)ccc1OCC(=O)Nc1ccccc1
-9	CC(=O)C1=C(C)NC(SCC(N)=O)=C(C#N)C1C (stereo unspecified)
-7	Cc1nn(-c2ccccn2)c2c1-c1nc(N3CCOCC3)ncc1CC2

Carrying on:
ARNT-TACC3 inh	molecule
-14	Cc1nnc2n(Cc3ccccc3)c(=O)c3c4c(sc3n12)COC(C(C)C)C4 (stereo unspecified)
-2	O=C(C1=C(O)C(=O)N(Cc2ccco2)C1c1ccccc1)c1cccs1 (stereo unspecified)
-9	CCOC(=O)c1c(-c2cccc(C)c2)csc1NC(=O)C1CC=CCC1C(=O)O (stereo unspecified)
2	CCOC(=O)c1ccc(-n2c(C)nc3ccccc3c2=O)cc1
19	COC(=O)c1ccncc1C(=O)Nc1ccc(OC)cc1
-9	O=c1c2ccsc2ncn1Cc1ccccc1F
73*	O=C(CN1C(=O)C2C3C=CC(C3)C2C1=O)Nc1nc(-c2ccccn2)cs1 (stereo unspecified)
5	Cc1cc(C(F)(F)F)nn1CC(=O)Nc1ccc(Br)c2cccnc12
-3	CCOc1ccccc1N(C(=O)Cn1nnnc1-c1ccc(C)o1)C(CC)C(=O)NC(C)(C)C (stereo unspecified)
0	CC(C)N1CCC2(CC1)N=C(c1ccc3c(c1)OCO3)CC(c1cc(Cl)ccc1O)N2 (stereo unspecified)
-21	CC1=CCC2C(=O)N(Cc3ccccc3)C(=O)C2C1 (stereo unspecified)
-2	COC(=O)c1ccc(CSc2nnc(NC(=O)C3CCCO3)s2)cc1 (stereo unspecified)
1	COCc1cc(C)nc(Nc2ccc(C)c(C)c2)c1C#N
7	Cc1cccc(N2CCN(C(=O)c3c(C)nn(Cc4ccccc4Cl)c3C)CC2)c1C
0	CC(C)n1nnc2ccccc2c1=O
-8	Cc1cc(C(F)(F)F)nn1CC(=O)N(C)C1CCCCC1

Reformatted in markdown: part of the list above.
| Molecule | ARNT-TACC3 inh |
| --- | --- |
| CC(C)N1CCC2(CC1)N=C(c1ccc3c(c1)OCO3)CC(c1cc(Cl)ccc1O)N2 (stereo unspecified) | 0 |
| CC1=CCC2C(=O)N(Cc3ccccc3)C(=O)C2C1 (stereo unspecified) | -21 |

Carrying on.
ARNT-TACC3 inh	molecule
3	Clc1ccc(CSc2nnnn2-c2ccc3c(c2)OCO3)c(Cl)c1
0	COc1cc(C)c(C(N)=O)c(OC)n1
-15	CCN(CC)S(=O)(=O)c1ccc(Cl)c(C(=O)Oc2cccnc2)c1
0	COc1ccccc1N1CCN(C(=O)CSc2nc3ccccc3c(=O)n2CC2CCCO2)CC1 (stereo unspecified)
-6	C=CCn1c(CSc2nc3ccccc3s2)nnc1SCC(=O)OCC
10	C#CCOCCOCCOCCNc1nc(N2CCN(C(=O)CCCCCCCCCCNC(=O)[C@H](CCCCN)n3cc(C)nn3)CC2)nc(N2CCN(C(=O)CCCCCCCCCCNC(=O)[C@H](CO)n3cc(CCCSC)nn3)CC2)n1
-3	O=C(CCCn1c(=S)[nH]c2cc3c(cc2c1=O)OCO3)N1CCN(c2ccc(Cl)cc2)CC1
-1	COc1cccc(-c2nc(-c3ccc(NC(=O)c4cccnc4)cc3)no2)c1
2	Cc1cc(C(=O)CSc2nnc(-c3ccc(F)cc3)o2)c(C)n1CC1COc2ccccc2O1 (stereo unspecified)
0	Cc1cc2c(=O)[nH]cnc2s1
-1	Cn1c(N2CCN(C(=O)NC34CC5CC(CC(C5)C3)C4)CC2)nc2ccccc21
17	Cc1nn(-c2ccccc2)c2c1C(c1ccc(Br)s1)C(C#N)=C(N)O2 (stereo unspecified)
-1	CCN(CC)CCCNc1oc(-c2ccc(OC)c(OC)c2)nc1C#N
-1	Oc1ccccc1C1=Nc2ncnn2C(c2ccc(F)cc2)C1 (stereo unspecified)
19	CC(=O)N(C)C1=C(N2CCOCC2)C(=O)c2ccccc2C1=O
-24	Clc1ccc(OCCCCSc2ncccn2)cc1
-3	NNC(=O)c1cc2c(s1)CCCCCC2
-6	CN(C)C(=O)NCc1ccc(S(N)(=O)=O)cc1
-6	CCSc1nnc(NC(=O)c2ccc3ccccc3n2)s1
3	Cc1nnsc1SCCNC(=O)c1c(F)cccc1F
-4	CCOC(=O)/C=C1\NC(=O)C(C)S1 (stereo unspecified)
-3	Cc1ccc2nc(NC(=O)COC(=O)c3ccco3)sc2c1
-4	COc1cccc(/C=C/C(=O)OCC(=O)Nc2ccc(Cl)cn2)c1
-1	O=C1Nc2ccccc2N(O)N1c1cc(-c2ccccc2Cl)no1

15 entries from above, reformatted:
| molecule | ARNT-TACC3 inh |
| --- | --- |
| Cc1cc2c(=O)[nH]cnc2s1 | 0 |
| Cn1c(N2CCN(C(=O)NC34CC5CC(CC(C5)C3)C4)CC2)nc2ccccc21 | -1 |
| Cc1nn(-c2ccccc2)c2c1C(c1ccc(Br)s1)C(C#N)=C(N)O2 (stereo unspecified) | 17 |
| CCN(CC)CCCNc1oc(-c2ccc(OC)c(OC)c2)nc1C#N | -1 |
| Oc1ccccc1C1=Nc2ncnn2C(c2ccc(F)cc2)C1 (stereo unspecified) | -1 |
| CC(=O)N(C)C1=C(N2CCOCC2)C(=O)c2ccccc2C1=O | 19 |
| Clc1ccc(OCCCCSc2ncccn2)cc1 | -24 |
| NNC(=O)c1cc2c(s1)CCCCCC2 | -3 |
| CN(C)C(=O)NCc1ccc(S(N)(=O)=O)cc1 | -6 |
| CCSc1nnc(NC(=O)c2ccc3ccccc3n2)s1 | -6 |
| Cc1nnsc1SCCNC(=O)c1c(F)cccc1F | 3 |
| CCOC(=O)/C=C1\NC(=O)C(C)S1 (stereo unspecified) | -4 |
| Cc1ccc2nc(NC(=O)COC(=O)c3ccco3)sc2c1 | -3 |
| COc1cccc(/C=C/C(=O)OCC(=O)Nc2ccc(Cl)cn2)c1 | -4 |
| O=C1Nc2ccccc2N(O)N1c1cc(-c2ccccc2Cl)no1 | -1 |

(next part)
ARNT-TACC3 inh	molecule
0	CCCOC(=O)NC(CC)COC(=O)Nc1cc(C)ccc1C (stereo unspecified)
0	Cc1cccc(C)c1NC1=NC(=S)N(c2ccccc2)C12CCOC(C)(C)C2 (stereo unspecified)
1	CCOc1ccc(C(O)c2nccn2Cc2ccccc2)cc1 (stereo unspecified)
-4	CN(Cc1ccccc1)C(=O)c1ccc2c(c1)OCO2
0	Cc1sc2nc(SCC(=O)NCc3ccco3)n(C)c(=O)c2c1C
-5	Cc1cccc(NC(=O)c2cc(N3C(=O)CCC3=O)ccc2Cl)n1
3	COCc1cc(=O)[nH]c(Nc2nc(C)c3ccccc3n2)n1
58*	CCCCCCNc1cc2n(c(=O)n1)CCc1cc(OC)c(OC)cc1-2
8	N/C(=N\OC(=O)Nc1ccc(Cl)c(Cl)c1)c1ncc(C(F)(F)F)cc1Cl
-1	CC(C)(C)n1nc(-c2ccc(Cl)cc2)c2c(N)ncnc21
-3	O=C1C2C(C(=O)N1/N=C/c1cc(Br)cc([N+](=O)[O-])c1O)C1C=CC2C12CC2 (stereo unspecified)
-4	COCCCNC(=O)CS(=O)Cc1nc(-c2cccc(OC)c2)oc1C (stereo unspecified)
14	O=C(/C(=C/O)N=Nc1ccc(Cl)cc1)c1ccncc1
0	CCOC(=O)C1CCN(C(=O)Cn2cccc2C(=O)c2ccccc2)CC1
-2	Cn1c(=O)c2c(nc(N3CCOCC3)n2CCCNC2=NCCCCC2)n(C)c1=O
-2	COc1cc(-c2nc(-c3ccc4c(c3)-c3ccccc3S4(=O)=O)c(-c3ccccc3)[nH]2)cc(OC)c1OC
68*	CC1=NN(c2nc3ccccc3[nH]2)C(=O)/C1=C/N(C)C
1	C=CCOc1ccc(CNC(C)(C)C)cc1OC
12	CC(C)n1c(C(=O)OCC(=O)NCc2ccc3c(c2)OCO3)cc2occc21
17	O=c1c2ccccc2[nH]c(=S)n1CCCN1CCN(C2CCCCC2)CC1
15	CN1CCN(Cc2nc(N)nc(Nc3ccc4c(c3)OCCO4)n2)CC1
-17	CCOc1ccc(OCC(=O)Nc2nccs2)cc1
-7	COc1ccc(C)cc1NC(=O)Cn1cnc2sc(C)c(S(=O)(=O)N3CCOCC3)c2c1=O
0	Cc1ccc(-c2nc(CSCC(=O)N3CCOCC3)c(C)o2)cc1
-4	CN=C1SC(C(=O)O)CC(=O)N1C (stereo unspecified)
-1	CCOC(=O)c1c(NC(=O)CSc2nnc(-c3ccncc3)n2Cc2ccco2)sc(C(C)=O)c1C
-20	CC(C)(C)NCc1ccccc1OCc1cccs1
1	CC(=O)N(/N=C1\Sc2ccccc2C1=O)c1ccc(C)cc1C
-12	CCCCCOP(=O)(OCCCCC)C1(NS(=O)(=O)c2ccccc2)C=CC(=O)c2ccccc21 (stereo unspecified)
-3	CCn1cc(C(=O)NCC2CCCO2)c(=O)c2cc(S(=O)(=O)N3CCC(C)CC3)ccc21 (stereo unspecified)
-7	Cc1c(-c2nc(N)nc(Nc3ccccc3)n2)oc2ccccc12
67*	COc1ccc(OCC(=O)NNC(=O)c2ccccn2)cc1
12	Nc1[nH]n2c(=O)c3c(nc2c1N=Nc1ccccc1)CCCC3
-4	CCCS(=O)(=O)N1CCC(C(=O)NCCN2CCC(Cc3ccccc3)CC2)CC1

An excerpt; count on the stated rates, not on these rows.
